Rac1 wt GTP bind – alters GTP binding to wildtype human Rac1; P63000; GST-Rac1 beads, fluorescent GTP binding, flow cytometry; actives lie on both sides; 0 = cold GTP competed, 100 = untreated; GTP binding activity (% of control), % at 10 µM; hit rate 0.27% among 190,000; AID 757;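 active means GTP binding activity at least 20 points away from the 100% control level, either lower or higher; inconclusive means compound flagged as likely green fluorescent, judged across all proteins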
Rac1 mut GTP – alters GTP binding to activated mutant human Rac1; P63000; GST-Rac1 activated beads, fluorescent GTP binding, flow cytometry; actives lie on both sides; 100% means binding = to untreated wells; percent activity (GTP binding), % at 10 µM; hit rate 0.11% among 190,000;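 active means GTP binding at least 20 percentage points away from the 100% baseline, in either direction, so actives lie on both sides; inconclusive means Compound likely fluorescent itself, or too few beads counted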
HRas wt GTP – changes GTP binding to wildtype human HRas; P01112; GST-Ras wt beads, Bodipy-FL-GTP binding, flow cytometry; actives lie on both sides; GTP binding activity, % at 10 µM; hit rate 0.14% among 190,000;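 active means GTP binding activity at least 20% away from the 100% baseline, either lowered as inhibitor or raised as activator; inconclusive means flagged as likely green fluorescent, judged across all proteins in the well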;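 further: 0% = unlabeled GTP competition control and 100% = no-compound control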
Target sequence (P01112 whole entry, looked up): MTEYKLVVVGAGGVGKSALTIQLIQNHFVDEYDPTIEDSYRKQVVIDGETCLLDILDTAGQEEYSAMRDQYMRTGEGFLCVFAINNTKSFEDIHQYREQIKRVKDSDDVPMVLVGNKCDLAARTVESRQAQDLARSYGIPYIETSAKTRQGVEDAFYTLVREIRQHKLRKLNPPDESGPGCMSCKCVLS
ABCB1 block – human ABCB1 inhibition, ABCG2 as counter-screen | CCRF-Adr cells, JC-1 efflux, flow cytometry | inhibition, % at 6.6 µM | hit rate 0.067% among 190,000 | AID 1326; in the data active means inhibition above about 40%;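 further: 0% = vehicle and 100% = reference inhibitor; higher value means more JC-1 retained so stronger ABCB1 efflux block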
ABCG2 block – blocks JC-1 efflux by human ABCG2 transporter. Q9UNQ0. IgMXP3 cells, flow cytometry. inhibition, % at 6.6 µM. hit rate 0.1% among 190,000;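 active means inhibition above 80%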;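 further: 0% = DMSO and 100% = nicardipine control wells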
Target sequence (Q9UNQ0 whole entry, looked up): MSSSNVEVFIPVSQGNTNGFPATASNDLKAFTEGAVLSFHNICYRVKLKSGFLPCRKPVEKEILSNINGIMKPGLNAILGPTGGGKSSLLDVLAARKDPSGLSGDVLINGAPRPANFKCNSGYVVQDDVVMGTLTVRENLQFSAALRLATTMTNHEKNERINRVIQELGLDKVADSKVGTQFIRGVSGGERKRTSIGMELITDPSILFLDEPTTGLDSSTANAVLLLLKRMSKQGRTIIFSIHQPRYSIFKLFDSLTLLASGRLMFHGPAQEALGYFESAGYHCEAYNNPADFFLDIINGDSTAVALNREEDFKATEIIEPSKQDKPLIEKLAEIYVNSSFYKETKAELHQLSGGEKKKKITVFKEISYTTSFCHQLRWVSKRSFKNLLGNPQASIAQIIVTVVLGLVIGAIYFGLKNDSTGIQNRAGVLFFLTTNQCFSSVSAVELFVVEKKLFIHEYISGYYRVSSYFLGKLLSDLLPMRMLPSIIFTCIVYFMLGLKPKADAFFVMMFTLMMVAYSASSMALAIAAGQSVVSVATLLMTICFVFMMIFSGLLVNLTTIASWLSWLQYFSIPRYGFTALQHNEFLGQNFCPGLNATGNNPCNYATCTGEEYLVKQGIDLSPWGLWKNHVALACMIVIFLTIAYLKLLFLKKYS
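Test system: ABCG2 IgMXP3 and barcoded ABCB1 CCRF-Adr cell mix; Schedule: cells with compound and JC-1, 10 min at 25 °C, rotating, no wash; Technique: flow cytometry of retained JC-1 fluorescence; Measure: % inhibition of efflux relative to nicardipine and DMSO; Controls: nicardipine high and DMSO low controls.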
Mcl1-Noxa inh – Mcl-1/Noxa interaction inhibition; TR-FRET Mcl-1/Noxa peptide binding, 2 h; inhibition, % at 21.7 µM; hit rate 1.5% among 220,000;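 active means compounds that cut the protein-peptide binding signal by more than 50% relative to plate controls in a single-dose test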;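 further: His-tagged Mcl-1 with rhodamine Noxa BH3 peptide and terbium anti-His antibody; 0% = Mcl-1 plus Noxa peptide wells and 100% = peptide-only wells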
Rab7 wt GTP bind – alters GTP binding to wildtype dog Rab7. AID 758. GTP binding activity (percent of control), % at 10 µM. hit rate 0.055% among 190,000. GST-Rab7 beads, fluorescent GTP binding, flow cytometry; actives lie on both sides; untreated = 100%, excess cold GTP = 0%;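 active means fluorescent GTP binding to Rab7 beads changed by at least 20 points from the 100% baseline, either direction, mostly lower; inconclusive means compound itself probably fluorescent, or too few beads counted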;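 further: median green fluorescence of bound Bodipy-FL-GTP per Rab7 bead population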
Rab2 wt GTP – changes GTP binding to wildtype dog Rab2A, up or down; P61105; GST-Rab2 wt beads, Bodipy-GTP binding, flow cytometry; GTP binding activity, % at 10 µM; hit rate 0.19% among 190,000; AID 760;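 active means GTP binding activity at least 20 points away from 100%, either lowered or raised; inconclusive means signal likely due to the compound's own green fluorescence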;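 further: 0% = beads with excess unlabeled GTP and 100% = no-compound control corrected for plate trend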
Pf gametocyte – inhibitors of late stage P. falciparum gametocyte viability | P. falciparum stage V gametocytes, ATP luminescence, 24 h | inhibition, % at 10.9 µM | hit rate 0.065% among 150,000;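 active means inhibition above the mean plus 3 SD of compounds within the control limits, set per campaign, cut at about 38% in these data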;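 further: 0% = DMSO wells and 100% = medium only without gametocytes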
Cdc42 wt GTP – changes GTP binding to wildtype human Cdc42; GST-Cdc42 beads, Bodipy-GTP binding, flow cytometry; actives lie on both sides; hit rate 0.2% among 190,000; percent activity (GTP binding), % at 10 µM; AID 761; P60953;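 active means percent activity GTP binding at least 20 points away from the 100% baseline, either down as inhibitor or up as activator; inconclusive means compound flagged as likely green fluorescent from well-wide comparison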;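 further: median bead fluorescence of bound Bodipy-FL-GTP at 100 nM; 0% = excess unlabeled GTP control and 100% = no compound control; below 100% means less GTP binding so inhibitor and above means activator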
Target sequence (P60953 whole entry, looked up): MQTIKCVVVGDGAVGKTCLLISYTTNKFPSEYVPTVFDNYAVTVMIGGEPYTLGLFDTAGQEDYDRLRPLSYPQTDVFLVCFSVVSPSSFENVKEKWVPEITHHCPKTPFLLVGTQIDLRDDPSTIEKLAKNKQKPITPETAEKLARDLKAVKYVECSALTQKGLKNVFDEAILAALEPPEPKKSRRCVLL
Avidin fluor – compound fluoresces at 488/530 nm on avidin beads; hit rate 0.38% among 220,000; compound fluorescence 488/530 nm, flow cytometry; active compounds read high; fluorescence (KMESF) at 10 µM; AID 1775; in the data active means fluorescence above about 47; further: inactives centre near 10
An asterisk follows results filed as active; ? = inconclusive; nt = not tested or not shown. Compounds as they come (roughly 2.3% active in at least one column).

SMILES | Rac1 wt GTP bind | Rac1 mut GTP | HRas wt GTP | ABCB1 block | ABCG2 block | Mcl1-Noxa inh | Rab7 wt GTP bind | Rab2 wt GTP | Pf gametocyte | Cdc42 wt GTP | Avidin fluor
CC1CC(C)(C)NC(=S)N1CC(=O)NCc1ccc(Cl)cc1 (centres undefined) | ? | ? | ? | -0.1 | 0 | 32 | ? | ? | 28 | ? | 11
COc1ccc(C2CC(c3ccc(Cl)cc3Cl)Nc3nc(N)nn32)cc1 (centres undefined) | 106 | 100 | 99 | 0.5 | 1 | 0 | 100 | 98 | nt | 101 | 6
O=C(c1ccc(Cl)cc1)c1ccc(OCC(O)CN2CCOCC2)cc1 (centres undefined) | 108 | 99 | 100 | 0.4 | 26 | 17 | 98 | 100 | nt | 104 | 18
COc1ccc(NC(=O)c2ccccc2-c2ccccc2)c(C)c1 | 97 | 94 | 99 | 1.0 | 1 | 13 | 110 | 101 | nt | 101 | 10
COC(=O)c1cccnc1-n1c(=O)c2cccnc2n(Cc2ccc(Cl)cc2)c1=O | 106 | 100 | 102 | 0.7 | 0 | -11 | 102 | 102 | -21 | 103 | 16
CC1(CC(=O)Nc2ccccc2)NC(=S)N(c2ccccc2)N1 (centres undefined) | 99 | 95 | 93 | 0.2 | 10 | 25 | 97 | 96 | 10 | 100 | 9
COc1ccc(NC(=O)Cc2ccc(C)c(C)c2)cc1Cl | 92 | 92 | 92 | 0.0 | 1 | 3 | 94 | 95 | 5 | 93 | 10
CCOC(=O)C1(Cc2ccccc2C(F)(F)F)CCN(CCCn2cccn2)CC1 | 103 | 95 | 99 | 0.4 | 0 | -11 | 102 | 101 | 8 | 100 | 9
Cc1ccccc1-c1nnc(SCC(=O)NCc2ccc3c(c2)OCO3)n1C | 96 | 97 | 99 | 0.1 | 1 | -35 | 96 | 97 | nt | 99 | 10
CN(C)C(=O)CSCc1c(Cl)cccc1Cl | 106 | 102 | 104 | -0.2 | -1 | -10 | 105 | 103 | -3 | 101 | 14
C=CCSc1nnc(-c2sc(-c3ccccc3)nc2C)n1C | 94 | 95 | 99 | 0.9 | 11 | -13 | 101 | 98 | -20 | 99 | 12
Clc1ccc(-c2noc(CN3CCCC3)n2)cc1 | ? | ? | ? | -0.1 | 0 | 21 | ? | ? | nt | ? | 16
O=C1C(=C(O)c2ccccc2)C(=O)c2ccccc21 | 103 | 98 | 99 | 0.4 | 1 | 13 | 95 | 97 | nt | 101 | 8
N#Cc1cccc(NC(=O)N2CCC(c3nc4c(nnn4Cc4cccc(Cl)c4)c(=O)[nH]3)CC2)c1 | 87 | 89 | 92 | -0.3 | -2 | 3 | 98 | 88 | -7 | 89 | 9
COc1ccc(CCNC(=O)C(=O)NCc2ccccn2)cc1 | 98 | 95 | 95 | -0.2 | 0 | 16 | 102 | 96 | -41 | 94 | 9
CC(=O)c1ccc(NC(=O)/C=C/c2ccc(C)cc2)cc1 | 108 | 99 | 101 | -0.6 | -4 | -2 | 96 | 101 | 6 | 100 | 13
c1ccc(CN2CCN(CCCNc3ccc4nnc(-c5ccccc5)n4n3)CC2)cc1 | 91 | 95 | 93 | 1.2 | 9 | 26 | 95 | 92 | nt | 93 | 26
CC(C)(C)NS(=O)(=O)c1ccc(NC(=O)c2cc(-c3ccccc3)nc3ccccc23)cc1 | 103 | 97 | 101 | 0.1 | 0 | -9 | 101 | 97 | 8 | 99 | 9
CNc1ccc(Oc2nc([N+](=O)[O-])nn2C)cc1 | 101 | 95 | 97 | 0.1 | 3 | 29 | 104 | 97 | nt | 96 | 7
Cc1ccc(Cn2c(SCC(C)C)nc3c2c(=O)[nH]c(=O)n3C)cc1 | 101 | 98 | 101 | 0.0 | 0 | 4 | 102 | 100 | -32 | 101 | 7
O=C(CCc1nc2ccccc2[nH]1)NC1CCCCC1 | 105 | 98 | 100 | -0.2 | -1 | -5 | 104 | 98 | nt | 99 | 29
CC(C)c1ccc(/C=N/Nc2ccc(C(=O)O)cc2)cc1 | 99 | 98 | 97 | -0.5 | -3 | 24 | 96 | 97 | nt | 97 | 15
CCOC(=O)c1sc(Nc2nc3cc4c(cc3s2)OCO4)cc1C | ? | ? | ? | 195* | 175* | 65* | ? | ? | nt | ? | 417*
C=CCOC(=O)C1=C[C@H](c2cn(C(C)=O)c3ccccc23)C[C@H](OCc2ccc(CO)cc2)O1 | 97 | 96 | 96 | 2.2 | 10 | 6 | 105 | 97 | nt | 92 | 5
Cc1csc2ncc(C(=O)NCc3ccccn3)c(=O)n12 | 105 | 100 | 101 | 0.5 | 7 | -25 | 99 | 100 | nt | 103 | 25
CN1CCN(S(=O)(=O)c2ccc(NC(=S)NC(=O)c3ccccc3)cc2)CC1 | 102 | 97 | 100 | 0.4 | 1 | 13 | 101 | 98 | 8 | 99 | 11
COc1cc(NC(=O)COC(C)=O)cc(OC)c1OC | 99 | 96 | 99 | -0.2 | 1 | -3 | 98 | 97 | -22 | 98 | 9
O=C(Nc1cccc2ncccc12)c1cccnc1 | 99 | 99 | 98 | 0.2 | 2 | 11 | 102 | 98 | nt | 97 | nt
O=S1(=O)CC(O)C(Nc2ccc(Cl)cc2)C1 (centres undefined) | 107 | 100 | 101 | 0.2 | 1 | -3 | 99 | 97 | nt | 99 | 5
COc1ccc(-n2cnnc2SCC(=O)Nc2cc(C)on2)cc1 | 87 | 93 | 92 | 0.6 | 1 | 12 | 94 | 92 | 4 | 90 | 22
O=S(=O)(Nc1ccc(Cl)c(C(F)(F)F)c1)c1cnc[nH]1 | 103 | 98 | 98 | 0.0 | -8 | 7 | 97 | 97 | -2 | 98 | 29
Cc1cccc(N=Nc2cn[nH]c2-c2ccco2)c1 | 95 | 94 | 96 | -0.3 | 18 | 28 | 104 | 97 | 1 | 94 | 9
O=C1c2ccccc2-c2c1cccc2C(=O)N1CCN(C(=O)c2ccco2)CC1 | 101 | 96 | 98 | 1.5 | 9 | 17 | 95 | 98 | 1 | 99 | 18
Cc1cc(Cl)c(OCCCn2cncn2)c(Br)c1 | 94 | 95 | 97 | -2.5 | -2 | 0 | 94 | 96 | nt | 98 | 13
C=CCn1c(=N)n(CC(=O)c2cccc([N+](=O)[O-])c2)c2ccccc21 | 101 | 99 | 102 | 0.1 | 2 | -9 | 108 | 102 | 6 | 99 | 11
O=C(c1ccccc1F)N(NC(=O)C(O)(c1ccccc1)c1ccccc1)c1ccccc1 | 104 | 100 | 103 | 0.1 | 0 | 1 | 101 | 102 | 5 | 103 | 11
O=C(NCc1cccs1)c1cnc(Cl)c(Cl)c1 | 96 | 95 | 98 | -2.5 | -7 | 7 | 103 | 98 | 11 | 96 | 10
Cc1[nH]nc(N2CCCCC2)c1[N+](=O)[O-] | 108 | 98 | 103 | -0.9 | 5 | -4 | 103 | 102 | nt | 101 | 18
O=C(CNC(=O)C1CCCCC1)OCn1nnc2ccccc2c1=O | 100 | 99 | 98 | 0.2 | 2 | -6 | 99 | 98 | 2 | 99 | 11
O=C1N(Cc2cccc(Cl)c2)C[C@@H]2C[C@@H](c3ccsc3)N3CCC[C@@]123 | 102 | 97 | 98 | 1.3 | 2 | -1 | 106 | 100 | 4 | 96 | 6
CC(=O)NC(C1C(=O)CC(C)(C)CC1=O)(C(F)(F)F)C(F)(F)F | 99 | 100 | 97 | 0.8 | 0 | 16 | 99 | 99 | nt | 101 | 16
Cc1ccc2nsnc2c1NC(=O)CCc1ccccc1 | 104 | 101 | 106 | 0.0 | 0 | -7 | 109 | 104 | -5 | 102 | 4
CCCn1nc(NC(=O)c2cccs2)c2cc3cc(OC)ccc3nc21 | 102 | 100 | 99 | 0.8 | 2 | 17 | 101 | 101 | -15 | 102 | 6
Cc1ccccc1OCc1nc2ccccc2c(=O)n1/N=C/c1cccc([N+](=O)[O-])c1 | 100 | 99 | 97 | 5.6 | 25 | 12 | 96 | 98 | -8 | 96 | 16
NC(=O)C1(c2ccccc2)CCCN1C(=O)c1ccc(Br)cc1 (centres undefined) | 95 | 94 | 96 | -0.3 | 0 | -15 | 101 | 94 | -14 | 93 | 20
COc1ccc(S(=O)(=O)n2oc(=O)cc2-c2ccccc2)cc1OC | 99 | 96 | 88 | -0.4 | -2 | 17 | 87 | 81 | nt | 91 | 7
Cc1ccc(/C=C2\CCC(C3CCCC3)C2=O)cc1 (centres undefined) | 104 | 98 | 99 | 0.6 | 2 | 13 | 103 | 97 | -7 | 99 | 6
O=C(NCc1ccco1)c1cc2n(n1)C(C(F)(F)F)CC(c1ccc(F)cc1)N2 (centres undefined) | 99 | 99 | 99 | 0.1 | 0 | 7 | 100 | 98 | -8 | 100 | 35
CCOc1cc(CNc2ccccc2)cc(Br)c1OCc1ccc(F)cc1 | 101 | 98 | 102 | -0.8 | -1 | 12 | 98 | 103 | nt | 103 | 13
Cn1c(=O)n(C)c2cc(S(=O)(=O)NCCc3ccccc3)ccc21 | 99 | 97 | 97 | 0.6 | 3 | -1 | 96 | 96 | nt | 102 | 36
Cc1cc(C(=O)OCn2nnc3ccccc3c2=O)c(C)o1 | 104 | 100 | 101 | -0.2 | -1 | 1 | 101 | 100 | 4 | 102 | 7
S=c1[nH]nc(Cc2cccc3ccccc23)n1-c1ccccc1 | 100 | 97 | 99 | 0.0 | 0 | 23 | 100 | 98 | 6 | 100 | 6
CCCCCn1nc(C)c(/C=N/NC(=O)c2ccoc2C)c1C | 108 | 100 | 101 | 0.4 | 3 | 20 | 99 | 101 | nt | 104 | 26
N#CC1(c2ccccc2)CCCN1C(=O)c1ccccc1Br (centres undefined) | 106 | 99 | 103 | 1.0 | 3 | 1 | 99 | 99 | 23 | 105 | 20
Cc1nc2cc(NCc3cccs3)ccc2n1C | 103 | 97 | 100 | 0.0 | 1 | 22 | 108 | 99 | -1 | 98 | 13
Cc1nn(-c2ccccc2)c(NC(=O)c2cccs2)c(-c2ccc(Cl)cc2)c1=O | 101 | 101 | 102 | -0.6 | -2 | 14 | 100 | 100 | nt | 98 | 14
CCCCCCOC(=O)C1=C(C)NC(=O)NC1c1ccc(O)cc1 (centres undefined) | 99 | 97 | 96 | 0.1 | 1 | -5 | 98 | 98 | 9 | 98 | 14

Bioassay records as filed in PubChem.
